# RAD54 inh: blocks human RAD54 Holliday junction branch migration; Q92698; FAM/BHQ fluorescence; inhibition, % at 10.4 µM; hit rate 0.14% among 360,000;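 active = mean normalized replicate activity at least 40 and at least half of replicates scoring 40 or more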;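 note: 0% = median of neutral control wells and 100% = median of positive control wells; inhibitors cause a drop in the FAM fluorescence signal; in these data hits start at about 50%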
# CFTR F508del cor: correctors of CFTR F508del function in bronchial epithelial cells; CFBE cells, YFP halide quenching; stimulated with forskolin plus potentiator P3; % fluorescence drop versus neutral controls; activity (quench increase), % at 7.58 µM; hit rate 0.36% among 350,000;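 active = mean added fluorescence quench of at least 8% versus neutral control, with both replicates also reaching 8%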;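 note: cells transiently co-express mutant CFTR-F508del with the halide-sensitive YFP; corrector assay measuring rescue of mutant channel to the surface after 24 h compound exposure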
# ERAP1 inh: ERAP1 (human) enzyme inhibition. hit rate 0.15% among 340,000. recombinant ERAP1, Leu-AMC fluorescence, 60 min. Q9NZ08. inhibition, % at 10.7 µM;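 active = mean replicate inhibition of at least 30%, or all replicates individually reaching that 30% level; inactive = mean below 30% and not every replicate reaching it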;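 note: 0% = neutral control wells and 100% = L-leucinethiol positive control wells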
# INS-1E GSIS act: primary screen for activators of insulin secretion dependent on glucose, INS-1E cells, GLuc reporter luminescence; hit rate 0.61% among 370,000; AID 743287; activation, % at 16.6 µM; INS-1E GLuc reporter insulin secretion, 2-3 h;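 active = lowest replicate activation of at least 40%, so every replicate reaches that level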;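 note: 0% = median of neutral control wells and 100% = median of IBMX positive control wells; some compounds called inactive have numbers as strong as hits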
# esBAF inh: SWI/SNF esBAF complex inhibition. mouse ES cells, Bmi1-luciferase knock-in reporter, 24 h; 100% = twice the neutral-well signal. reporter increase, % at 12.5 µM. hit rate 2% among 350,000. AID 602393; in the data active = activation above about 40%;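 note: 0% = median of the plate's neutral control wells and 100% = double that signal; a rise in the Bmi1 reporter signal indicates esBAF inhibition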
# ARNT-TACC3 inh: ARNT/TACC3 interaction disruption. AID 623870. hit rate 0.66% among 390,000. inhibition, % at 9.99 µM. Q9Y6A5. AlphaScreen His-ARNT PAS-B/GST-TACC3 binding, luminescence; TACC3 fragment carries E629A point mutation;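 active = mean inhibition of replicates at least 50% and at least half of replicates each reaching 50%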;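 note: 0% = complete ARNT plus TACC3 wells and 100% = ARNT alone without TACC3; many hits fall short of the cut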
# RAD52 inh: RAD52 (human) annealing inhibition | recombinant RAD52 DNA annealing, FRET fluorescence | inhibition, % at 18.7 µM | hit rate 0.46% among 360,000;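 active = every replicate showing at least 50% inhibition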
# Target sequence (P43351 whole entry, looked up): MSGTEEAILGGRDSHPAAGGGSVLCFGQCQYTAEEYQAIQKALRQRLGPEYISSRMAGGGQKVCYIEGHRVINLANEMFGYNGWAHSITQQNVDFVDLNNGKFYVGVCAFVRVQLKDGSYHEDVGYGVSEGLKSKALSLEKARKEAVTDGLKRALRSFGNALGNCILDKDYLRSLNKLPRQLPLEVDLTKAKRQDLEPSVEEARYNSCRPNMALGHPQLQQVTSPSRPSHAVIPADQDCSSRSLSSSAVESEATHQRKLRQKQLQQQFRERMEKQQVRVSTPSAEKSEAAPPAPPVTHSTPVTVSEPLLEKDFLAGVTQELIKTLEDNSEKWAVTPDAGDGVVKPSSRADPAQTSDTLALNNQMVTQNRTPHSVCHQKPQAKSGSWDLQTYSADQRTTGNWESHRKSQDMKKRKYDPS
# Xi reactivation: X-chromosome reactivation activator; hit rate 0.055% among 360,000; activation, % at 7.58 µM; XiGFP mouse fibroblasts, % GFP-positive cells imaging, 3 d; cells co-treated with 5-aza-dC sensitizer; scaled so ellipticine positive control = 100%;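 active = mean normalized replicate activation at least 10% and every replicate at or above 10%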;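 note: 0% = median of on-plate neutral control wells and 100% = ellipticine 6 µM median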
#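 Material: XiGFP fibroblasts, SV40-immortalized. Buffer or medium: DMEM plus 5-aza-dC sensitizer. Compound: single concentration per compound, delivered by pin transfer. Times: 3 days compound exposure. Controls: ellipticine 6 µM.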
# Active calls of the source: *; nt = no result given.
Molecule	CFTR F508del cor	RAD52 inh	INS-1E GSIS act	esBAF inh	Xi reactivation	ERAP1 inh	RAD54 inh	ARNT-TACC3 inh
CC(=O)c1cc(Cc2csc(C(C)=O)c2)cs1	1.3	1.0	-12.9	4.1	nt	-10.2	5.6	-6.4
CN(C)C(=O)c1cccc(-c2ccc([C@@H]3[C@@H](CO)N4C(=O)CN(C(=O)C5CCC5)C[C@@H]34)cc2)c1	0.0	-47.6	3.7	nt	0.1	0.4	nt	nt
CCOC(=O)C1CCN(C(=O)C(C)Sc2nnc3ccccn23)CC1 (stereo unspecified)	1.7	0.8	20.7	2.5	0.0	-2.0	-1.4	-20.5
Cc1noc(C)c1NC(=O)N(C)C[C@H]1Oc2cc(C#CCC3CCCC3)ccc2S(=O)(=O)N([C@@H](C)CO)C[C@H]1C	-3.2	-10.0	10.3	-1.0	-0.8	-2.9	4.5	3.9
COc1ccc2cc(-c3cccnc3)ncc2c1	2.7	-8.4	40.9	33.2	1.7	-4.0	4.3	33.0
C[C@@H]1CN([C@@H](C)CO)C(=O)c2cc(C#C[C@@H](C)O)cnc2O[C@H]1CN(C)C(=O)CN(C)C	0.5	-10.7	1.4	-2.7	-0.6	10.5	-4.6	-3.3
CC(C)N(C(=O)CSc1nnc(Cc2csc(Nc3ccccc3)n2)o1)C(C)C	-1.2	-16.2	-20.1	1.9	0.2	-3.3	-3.8	1.5
CCn1cc(CCCC(=O)NCc2cccnc2)c2ccccc21	-1.3	-12.2	10.1	3.9	0.0	3.4	-4.8	3.2
COc1ccc(N(CC(=O)N2CCN(Cc3ccccc3)CC2)S(C)(=O)=O)cc1OC	0.6	-2.3	26.7	-4.0	0.2	-1.5	0.8	-0.9
Cc1ccc(-c2ccc3c(c2)O[C@@H](CN(C)C(=O)Nc2ccc(F)cc2)[C@@H](C)CN([C@@H](C)CO)S3(=O)=O)cc1	8.5*	18.9	-11.1	0.0	0.1	1.1	-0.6	6.2

# Carrying on.
Molecule	CFTR F508del cor	RAD52 inh	INS-1E GSIS act	esBAF inh	Xi reactivation	ERAP1 inh	RAD54 inh	ARNT-TACC3 inh
COc1ccc(NC(=O)CNC(=O)C23CC4CC(CC(C4)C2)C3)c(OC)c1	0.6	2.2	-17.0	0.3	0.0	0.7	5.4	0.7
FC(F)(F)c1cc(Cl)c2nc(-c3ccco3)c(Cc3ccccc3C(F)(F)F)n2c1	0.7	-18.9	-23.1	nt	0.2	nt	nt	nt
Cc1ccc([C@H]2N[C@]3(CCCN(Cc4ccc(Cl)cc4)C3=O)[C@H]3C(=O)N(Cc4ccccc4)C(=O)[C@@H]23)cc1	-2.9	-14.8	-13.5	1.0	-0.1	8.9	-4.5	nt
CC(C)C[C@@H]1COc2cc(NCCO)ccc2S(=O)(=O)N1	-4.2	-7.0	4.2	nt	0.2	6.0	nt	nt
COc1ccc(-c2nc3c(c(SCC(=O)N4CCOCC4)n2)Cc2c(CO)cnc(C)c2O3)cc1	-3.3	-6.4	-8.0	5.6	0.3	6.3	16.9	2.7
CN1C(=O)c2cc(NC(=O)C3CC3)ccc2OC[C@@H]2O[C@H](CC(=O)NCC3CCCCC3)CC[C@H]21	3.4	-6.1	1.4	1.8	0.0	-0.1	-2.0	-6.8
O=C(CCN1C(=O)C2C3CC(C(Br)C3Br)C2C1=O)OCC(=O)c1cccc([N+](=O)[O-])c1 (stereo unspecified)	2.1	-13.3	1.1	-8.9	nt	-0.1	nt	2.0
COC(=O)c1c(NC(=O)COC(=O)c2ccccn2)sc(C)c1C	1.4	-0.5	10.6	0.7	0.1	-0.6	-0.6	-1.8
CN1CCc2c(sc(NC(=O)c3ccc(C(=O)c4ccccc4)cc3)c2C(N)=O)C1	5.9	-74.8	-21.0	6.8	2.5	0.0	18.6	-2.6
O=S(=O)(c1cc(Cl)cc(Cl)c1)N1CCC2CC1c1cc(Cl)ccc12 (stereo unspecified)	-1.3	-6.5	-0.4	-10.8	-0.1	-0.2	-27.7	-0.4

# Following part.
Molecule	CFTR F508del cor	RAD52 inh	INS-1E GSIS act	esBAF inh	Xi reactivation	ERAP1 inh	RAD54 inh	ARNT-TACC3 inh
CC(C)(C)C(=O)Nc1sc2c(c1-c1nc3ccccc3[nH]1)CCCC2	-2.7	-3.4	8.5	0.4	nt	4.7	-1.9	26.5
Cc1cccc(NC(=O)COC(=O)c2cccs2)c1C	-1.9	4.5	1.3	-1.1	0.3	-1.9	-3.0	-6.2
N#C[C@H]1[C@H](c2ccccc2)[C@H](CO)N1S(=O)(=O)c1ccc(-c2ccccc2)cc1	-2.3	-15.5	-18.9	-1.1	0.2	-0.2	-8.5	-1.0
Cc1cc(/C=C2\C(=N)N3N=C(S(C)(=O)=O)SC3=NC2=O)c(C)n1Cc1ccccc1	0.3	-5.2	-16.0	nt	0.2	4.4	nt	-5.5
CNC[C@H]1Oc2ncc(C#Cc3cccc(OC)c3)cc2C(=O)N([C@@H](C)CO)C[C@H]1C	-2.6	nt	10.8	-2.4	0.6	nt	nt	nt
CC(C)C[C@@H](COc1ccccc1)N1CCN(CCc2ccccc2)CCC1=O	-2.3	-12.2	-12.8	-5.3	0.0	5.4	-6.2	8.2
O=C(CCc1nc2ccccc2c(=O)[nH]1)NCC(=O)Nc1ccc(F)c(F)c1	0.8	-27.9	0.4	-5.0	0.1	-1.2	-4.2	nt
CCc1ccc(CNC(=O)CCCC(=O)n2nc(C)c3ccccc32)cc1	3.2	1.9	-1.0	-1.6	0.0	3.1	0.0	2.3
N#C[C@@H]1[C@H](c2ccc(C#CC3CCCC3)cc2)[C@H](CO)N1C(=O)Cc1ccccn1	1.2	-27.7	4.4	nt	0.6	1.8	nt	nt
CC(=O)Nc1ccc(C(=O)NNC(=O)c2csc(N3CCOCC3)n2)cc1	2.0	-11.3	-1.6	-1.7	0.0	0.4	3.8	nt

# Going on with the list:
Molecule	CFTR F508del cor	RAD52 inh	INS-1E GSIS act	esBAF inh	Xi reactivation	ERAP1 inh	RAD54 inh	ARNT-TACC3 inh
CCOc1ccc(NC(=O)C(=O)NCCN2CCN(S(=O)(=O)c3ccc(C)cc3)CC2)cc1	-1.9	-0.8	2.0	-5.9	0.1	-4.8	-3.5	-4.8
CCC(c1nnnn1C1CCCC1)N1CCN(c2ccccc2F)CC1 (stereo unspecified)	nt	nt	-6.7	-4.6	nt	nt	-3.4	0.2
Cn1c(=O)[nH]c2sc3c(c2c1=O)CC(C)(C)OC3	nt	nt	6.6	-11.5	nt	nt	0.6	0.7
CCOC(=O)CC1COCCN1C(=O)c1ccc2oc(Cc3ccccc3)nc2c1 (stereo unspecified)	-0.8	-11.2	0.8	51.8*	-0.1	0.3	2.4	nt
CN(C)CCN1CCN(C2CN(C3CCCC3)S(=O)(=O)C2)CC1 (stereo unspecified)	0.6	-14.8	7.6	2.9	0.2	nt	-10.8	nt
CSc1nnc(-c2cc(Br)ccc2N=Cc2c(C)[nH]n(-c3ccccc3)c2=O)c(=O)[nH]1	1.0	-32.0	-0.8	nt	0.0	1.5	nt	14.2
O=C(CN1CCN(S(=O)(=O)c2ccccc2)CC1)Nc1ccccc1Cl	8.5*	-0.6	10.6	0.3	0.4	1.6	-10.5	-2.4
COc1ccc(/C=N/NC(=O)Cn2cc(C(F)(F)F)ccc2=O)cc1	1.0	-0.6	7.5	-3.8	0.2	2.9	nt	-3.1
COc1ccc(S(=O)(=O)N(C)C[C@H]2Oc3c(NC(=O)Nc4ccc(F)cc4)cccc3C(=O)N([C@@H](C)CO)C[C@H]2C)cc1	0.4	16.4	-40.9	13.0	-0.1	-0.7	nt	nt
O=C1NC[C@H](CCCCN2C[C@H](Cc3ccc(O)cc3)N(CCC3CCCCC3)C(=O)C2=O)N(CC2CCCCC2)C1=O	2.6	-11.4	-33.0	nt	-0.1	nt	nt	nt

# Remaining list, next part.
Molecule	CFTR F508del cor	RAD52 inh	INS-1E GSIS act	esBAF inh	Xi reactivation	ERAP1 inh	RAD54 inh	ARNT-TACC3 inh
C[C@H](CO)N1C[C@H](C)[C@H](CN(C)C(=O)NC2CCCCC2)Oc2ccc(NS(=O)(=O)c3ccc(F)cc3)cc2CC1=O	0.8	-9.6	6.5	0.3	-0.4	-1.1	4.5	-6.9
COc1ccc(S(=O)(=O)N2CCCCC2)cc1NC(=O)CCCNC(=O)c1ccc(Cl)cc1	0.9	-11.8	-15.7	6.2	-0.2	5.4	0.7	-0.3
CCOC(=O)N1CCN(C(=O)CSc2ccc3nnc(-c4cccnc4)n3n2)CC1	nt	-6.0	4.0	-5.0	0.0	2.1	4.3	36.0
COc1cc2c(cc1OC)C(C)N(C(=S)NC(=O)c1ccccc1)CC2 (stereo unspecified)	4.2	7.5	6.2	nt	0.1	4.7	nt	0.5
CC(=O)Nc1nc(Cn2nnc(-c3ccc4c(c3)OCO4)n2)nc(N(C)C)n1	-0.1	-2.3	23.6	-15.2	0.0	-4.5	11.1	-2.4
COC(=O)c1ccc(COC(=O)CSCC(=O)Nc2ccc(C)cc2C)cc1	-0.5	0.2	nt	1.5	0.1	-1.2	-6.2	20.1
CCC(=O)N1CC2(C1)[C@@H](c1ccccc1)[C@H](CO)N2C(=O)NC(C)C	0.3	7.9	5.2	nt	0.0	-7.0	nt	nt
COc1ccc2[nH]cc(CCNC(=O)Cn3cc(C)c(=O)[nH]c3=O)c2c1	-2.1	0.7	1.4	0.0	0.0	4.6	-3.5	1.1
Cc1nc(SCC(=O)Nc2cc(Cl)ccc2[N+](=O)[O-])nc(C)c1C	nt	nt	-17.7	-1.9	0.0	nt	-1.2	6.3
CCOC(=O)c1sc2nc3c(SCCC(=O)O)cc(C(=O)c4cc(OC)ccc4O)cn3c(=O)c2c1C	0.4	-24.8	11.9	nt	0.6	-2.6	nt	3.1

# Additional results
Molecule	CFTR F508del cor	RAD52 inh	INS-1E GSIS act	esBAF inh	Xi reactivation	ERAP1 inh	RAD54 inh	ARNT-TACC3 inh
COCC(=O)N(C)C[C@H]1Oc2ncc(C#Cc3ccccc3OC)cc2C(=O)N([C@@H](C)CO)C[C@H]1C	1.8	-8.8	14.8	1.1	-1.2	2.9	-2.0	-7.7
COc1ccccc1CNC(=O)COc1cccnc1[N+](=O)[O-]	-0.2	-10.9	16.8	7.0	0.1	0.7	-3.7	1.1
CCc1nc(C)c(C(=O)N2CCCC(C(=O)Nc3cccc(-c4cccc(C)c4)c3)C2)o1 (stereo unspecified)	1.2	-19.8	-53.0	23.9	-0.1	0.2	-0.1	-0.1
Cc1cccc(C)c1C(O)c1ncc(-c2cccc(F)c2)[nH]1 (stereo unspecified)	-3.0	-7.6	nt	7.2	-0.2	-1.1	-2.7	nt
Cc1ccc(C(=O)/C=C\NCc2ccccc2)cc1	nt	-42.2	-12.5	nt	0.2	-0.6	nt	-2.9
C[C@@H]1CCCCO[C@H](CN(C)C(=O)Cc2ccccc2)[C@@H](C)CN([C@H](C)CO)C(=O)c2cc(NC(=O)C3CCCCC3)ccc2O1	-3.5	nt	-16.1	8.2	-0.1	nt	-0.4	-1.2
O=C(Cn1cc(CCO)nn1)N1CCNCC1	-1.3	-7.9	nt	-2.9	0.0	1.3	-10.8	-10.7
Nc1cc(N2CCCC2)ccc1[N+](=O)[O-]	-1.5	-6.8	-8.2	nt	0.0	0.4	nt	-4.1
CCNC(=O)C[C@@H]1CC[C@@H]2[C@H](COc3ccc(NC(=O)Cc4ccccc4)cc3C(=O)N2C)O1	3.8	6.8	-10.2	-0.3	0.1	-1.4	11.3	-14.9
COc1ccc(CS(=O)(=O)CC(C)(O)c2ccccc2)cc1 (stereo unspecified)	-2.5	-5.1	13.8	-0.8	0.2	-1.1	0.5	6.2
O=C(Nc1ccc(Oc2ccccc2)nc1)C1CCCCN1Cc1cccc(OCCO)c1 (stereo unspecified)	-1.2	-99.3	-7.7	3.7	0.1	0.9	6.9	5.6
O=C(C[C@@H]1CC[C@H](NC(=O)CC2CC2)[C@@H](CO)O1)NCc1ccccc1	0.8	7.8	4.4	nt	-0.5	-0.5	nt	nt

# Screening results (PubChem)
